Screens (PubChem)
D1 antag: antagonists of human D1 dopamine receptor. HEK293 TREx D1 cells, calcium flux, dopamine EC80; active compounds read low. activity change, negative = inhibition, % at 10 µM. P21728. 360,000 tested, 3.2% active; in the data active = activity change below about -30%; also: % is scaled to controls: 0 for no effect and ±100 for the full control effect
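Kinetic fluorescence of a calcium dye serves as the read-out. D1-expressing Hek293 Trex cells, induced overnight at 30 C, are exposed to compound for 180 s before an EC80 dopamine addition, then read 180 s further.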
D2 potentiator: positively modulates the human D2 dopamine receptor allosterically; HEK293 T-REx D2, calcium flux, EC20 dopamine potentiation; potentiation, % at 10 µM; 340,000 tested, 0.34% active;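 active = potentiation over 3 SD above the plate norm, cut at about 30% in these data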; also: 0% is about no effect
Target sequence (P14416 whole entry, looked up): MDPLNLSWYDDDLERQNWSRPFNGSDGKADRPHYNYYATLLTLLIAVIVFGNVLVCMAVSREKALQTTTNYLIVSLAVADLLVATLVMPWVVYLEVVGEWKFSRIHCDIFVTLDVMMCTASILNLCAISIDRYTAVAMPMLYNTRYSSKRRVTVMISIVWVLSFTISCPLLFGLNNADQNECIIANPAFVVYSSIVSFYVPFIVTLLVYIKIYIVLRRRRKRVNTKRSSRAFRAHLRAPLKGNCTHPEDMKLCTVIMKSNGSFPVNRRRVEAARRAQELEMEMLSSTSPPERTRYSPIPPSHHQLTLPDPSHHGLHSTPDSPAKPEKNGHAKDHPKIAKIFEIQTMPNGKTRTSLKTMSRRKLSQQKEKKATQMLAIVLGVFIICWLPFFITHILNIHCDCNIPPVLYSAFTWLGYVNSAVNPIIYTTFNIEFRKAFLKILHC
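Potentiation of an EC20 dopamine calcium response is measured in a force-coupled, tetracycline-inducible Hek293 Trex D2 line. Compound-only kinetic reads over 180 s flag agonists before dopamine addition.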
D1 agonist: activates the human D1 dopamine receptor. activation, % at 2 µM. P21728. 360,000 tested, 1% active. HEK293 T-REx D1 cells, calcium flux, agonist mode; in the data active = activation above about 30%; also: 0% is about no effect
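Inducible HEK293 T-REx D1 cells, force-coupled to calcium signalling, were plated at 4000 cells/well with tetracycline and held overnight at 30 C. After no-wash calcium dye loading, compound-evoked calcium rise over 180 s flagged agonists.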
D1 PAM: human D1 dopamine receptor positive modulation. P21728. HEK293 TREx D1 cells, calcium flux, dopamine EC20 potentiation. potentiation, % at 10 µM. 360,000 tested, 0.036% active; in the data active = potentiation above about 30%; also: 0% is about no effect
TRHR agonist: agonists of human TRH receptor; P34981; TRHR cells, calcium flux fluo-8, FDSS agonist mode; activation, % at 2 µM; 360,000 tested, 0.18% active; AID 493084; in the data active = activation above about 30%; also: 0% is about no effect
Target sequence (P34981 whole entry, looked up): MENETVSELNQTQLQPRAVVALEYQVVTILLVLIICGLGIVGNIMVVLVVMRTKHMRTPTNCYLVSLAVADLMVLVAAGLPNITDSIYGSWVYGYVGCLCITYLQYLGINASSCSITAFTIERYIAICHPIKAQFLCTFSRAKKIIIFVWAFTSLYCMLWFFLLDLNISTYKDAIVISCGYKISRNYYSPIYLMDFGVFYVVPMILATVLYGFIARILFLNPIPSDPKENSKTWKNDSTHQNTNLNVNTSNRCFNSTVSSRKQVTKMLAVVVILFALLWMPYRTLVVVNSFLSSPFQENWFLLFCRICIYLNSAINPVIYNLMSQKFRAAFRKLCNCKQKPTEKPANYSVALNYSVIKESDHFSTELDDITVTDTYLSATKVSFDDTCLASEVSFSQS
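Agonist-mode FDSS calcium read (Ex 480/Em 530, 1 s cycles) in 1536-well TRHR cells with fluo-8 dye, after 10-cycle baseline and 23 nL compound addition; TRH at EC20 (10 nM final) added afterwards for the enhancer phase.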
RXFP1 ag: activates the human relaxin receptor RXFP1; HEK293T-RXFP1 cAMP TR-FRET, 30 min; response scale: percent of porcine relaxin response, buffer zero; AID 2676; Potency, µM (top dose mostly 57.5 µM), without a hit: at the highest dose activation, hits mostly activators; 370,000 tested, 0.3% active; also: potency is read from the fitted curve at half-maximal effect; % is scaled to controls: 0 for no effect and ±100 for the full control effect; nearly all actives have a fitted effect of over 60% in size; many of its hits are not listed in these tables
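Agonist response is measured as cAMP accumulation in an RXFP1-transfected HEK293T line under PDE4 inhibition. Values are scaled between buffer-only and 29 nM porcine relaxin, and EC50s come from standard Hill equation fits.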
TRHR enhancer: TRH receptor (human) allosteric enhancement; TRHR cells, fluo-8 calcium fluorescence, EC20 TRH enhancement; enhancement, % at 2 µM; 360,000 tested, 0.66% active; in the data active = enhancement above about 30%; also: 0% is about no effect
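Enhancer read-out: after compound pinning and an initial kinetic agonist-mode read, an EC20 of TRH (10 nM final) was injected and fluo-8 calcium signal (Ex 480/Em 530) followed at 1 s/cycle for 100 cycles in TRHR-expressing cells.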
RXFP1 antag: blocks the human relaxin receptor RXFP1; Q9HBX9; HEK293-RXFP1, relaxin-stimulated cAMP HTRF, 30 min; active compounds read low; activity change, negative = inhibition, % at 57.5 µM; 350,000 tested, 0.59% active;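 active = activity change of -60% or lower, but not beyond a set lower limit; inconclusive = change between -60% and -40%, or beyond the set limit; inactive = change above -40%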; also: % is scaled to controls: 0 for no effect and ±100 for the full control effect
Anesthetic bind: binds horse apoferritin like a general anesthetic; apoferritin/1-aminoanthracene competitive binding, fluorescence; Potency, µM (highest dose often 77.5 µM), for inactives: top-dose activity change, negative = displacement, most hits filed as inhibitors; 350,000 tested, 0.074% active; AID 485281; also: potency is read from the fitted curve at half-maximal effect; % is scaled to controls: 0 for no effect and ±100 for the full control effect; nearly all actives have a fitted effect of over 20% in size
Target sequence (P02791 2-175 limits assumed): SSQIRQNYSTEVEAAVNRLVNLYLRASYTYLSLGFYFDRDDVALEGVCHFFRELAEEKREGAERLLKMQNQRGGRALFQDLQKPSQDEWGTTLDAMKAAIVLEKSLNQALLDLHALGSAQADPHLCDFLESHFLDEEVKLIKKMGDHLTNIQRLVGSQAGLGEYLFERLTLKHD
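Read-out: endpoint 1-AMA fluorescence, excitation 380 nm and emission 535 nm, after compounds sit 10 min at room temperature with 10 uM horse-spleen apoferritin in 50% saturated 1-AMA/PBS. Values come from four-parameter Hill fits.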
* marks the source's active call; other numbers are inactive results; ? = inconclusive; . = no result given. Unless noted, calls follow the shape of the dose curve; as a rule, active = well fitted curve in the direction sought with a large enough effect; inconclusive = small, poorly fitted or top-dose-only effect, or another doubt; inactive = no such curve, though single readings can be large; an effect the other way counts as inactive or inconclusive. A portion of the library; count on the stated rates, not on these rows.

Below each SMILES: D1 agonist, TRHR agonist, D2 potentiator, D1 PAM, RXFP1 ag, D1 antag, Anesthetic bind, RXFP1 antag, TRHR enhancer
C/C(=N\NS(C)(=O)=O)c1ccc(C)cc1
    -1, -0.3, 1, -4, 1.0%, ., -12%, -11, -7
Cc1ccc2c(c1)c1c(n2CC(O)CNC2CCCCC2)CCCC1 (stereo not drawn)
    27, 3.8, 1, -2, 2.4%, 14, -15%, ?, -2
CC(CCCC(C)(C)O)NC(=O)c1cc(COc2ccc3ncccc3c2)on1 (stereo not drawn)
    22, 0.8, 9, 5, -1.3%, -7, -15%, -6, -15
Cc1nc2ccccc2c2nc3ccccc3n12
    1, 0.2, 2, -4, 4.1%, 8, -2%, 21, 6
CCOC(=O)c1c(C)[nH]c(C(=O)NNC(=O)c2ccccc2)c1C
    0, 0.0, -1, -1, -1.5%, -13, -5%, 3, 0
Cc1[nH]c2ccccc2c1C(=O)C(C)OC(=O)c1ccc([N+](=O)[O-])o1 (stereo not drawn)
    11, 0.1, -3, -4, -0.4%, 8, -21%, 1, 2
CC1(OC(=O)C2CCCC2)C(=O)C=C2C=C(c3ccsc3)N(C3CCCCC3)C=C2C1=O (stereo not drawn)
    2, 0.5, 3, 3, 6.2%, 9, -7%, ., 2
Cc1ccc(NC(=O)c2ccc(N3CCOCC3)c([N+](=O)[O-])c2)cc1S(=O)(=O)N1CCOCC1
    4, 0.2, 0, -8, -3.6%, -6, -16%, -6, -3
COc1ccc(C(=O)Nc2cc(Cl)ccc2C(=O)O)cc1
    1, -1.8, -21, -3, 0.9%, -5, -4%, 7, 4
Cc1ccccc1CNc1nc(N(C)C)nc2c1cnn2C
    -2, 1.6, 4, 0, -0.4%, 15, -7%, -13, 2
COc1ccc(Cl)cc1N(C(=O)c1ccco1)C(C(=O)NC1CCCC1)c1cccnc1 (stereo not drawn)
    -2, -1.1, -3, -7, 1.4%, 5, -7%, -10, -5
O=C(O)CCC(=O)Nc1ccc(Oc2ncnc3cc(Cl)ccc23)nc1
    2, 0.3, -8, 0, 2.3%, -3, 7%, -26, -5
CCOc1ccc(OCCCC(=O)N(CC)CC(=O)Nc2c(F)cccc2F)cc1
    2, -0.4, -8, -1, -0.4%, -13, ., -27, -3
Cc1cccc(CNC(=O)Cn2nc(C)c3nn(-c4ccc(Cl)cc4)c(C)c3c2=O)c1
    2, -0.7, 11, -2, ?, 6, -5%, -16, -3
COCCCNC(=O)CCCn1c(=O)c2ccccc2n(CC(=O)Nc2c(C)cc(C)cc2C)c1=O
    1, -1.0, -4, -6, -3.5%, 4, -1%, 1, 0

Next part
Below each SMILES: D1 agonist, TRHR agonist, D2 potentiator, D1 PAM, RXFP1 ag, D1 antag, Anesthetic bind, RXFP1 antag, TRHR enhancer
CCn1c(/C=C2\C(=O)N(C(C)C)c3ccccc32)nc2ccccc2c1=O
    2, 0.3, -5, -6, 0.3%, 6, -10%, -22, -1
O=C(O)c1[nH]c2ccccc2c1CC(=O)N1CCOCC1
    2, 0.3, 0, -5, -0.1%, -13, -6%, -4, 5
COc1ccc(-c2[nH]c3ccccc3c2SCCNC(=O)c2cc3ccccc3oc2=O)cc1
    -3, -0.3, -1, 0, -0.8%, -1, -11%, 7, 4
CCOCCCN(C(=O)Nc1ccc(CC)cc1)C1CCN(C(C)=O)CC1
    3, 0.1, -3, -1, -1.1%, 6, 2%, 2, 1
CCc1c(C)sc2c1CCN(Cc1ccc(C#N)cc1)C2c1ccccc1 (stereo not drawn)
    -1, 0.4, 10, -1, 1.6%, -10, ?, -17, 2
Cc1cc(C)nc(SCC(=O)Nc2ncc(Cc3cccc(Cl)c3Cl)s2)n1
    5, 0.5, 12, 4, 0.0%, 4, -1%, 0, 10
Cc1ccc(-n2nnnc2SCc2ccc(C(=O)O)cc2)cc1C
    2, 0.7, -8, -10, 0.5%, -4, -8%, -3, -3
COc1ccc(CNC(=S)N/N=C(/C)c2ccccc2)cc1
    1, 0.2, -4, 2, -0.4%, -1, -5%, -8, 0
CN(Cc1ccccc1)C(C(=O)NC1CCCCC1)c1ccc(Cl)cc1 (stereo not drawn)
    1, -0.8, 8, 1, 1.7%, 21, -2%, -20, 6
Cc1cccc(C(=O)N[C@H](C(=O)Nc2nc3ccc(S(C)(=O)=O)cc3s2)C(C)C)c1
    3, -0.8, 11, -1, 0.0%, -4, -22%, -18, -1
COc1ccc(-c2cn3c(n2)sc2cc(C(=O)Nc4ccc(C)cc4C)ccc23)cc1
    9, -0.2, 1, -1, 2.8%, -10, -11%, -1, -2
Cc1ccc(Cn2c(CN3CCC(C(=O)NCc4cccnc4)CC3)cc3ccccc32)cc1
    2, -0.2, -2, 0, 3.1%, 1, -7%, -4, 7
COc1ccccc1CNC(=O)C/C(C)=N/NC(=O)COc1ccc(C)cc1Br
    0, -0.5, -8, 0, 4.1%, -10, -4%, -3, -5
Cc1ccc(NC(=O)CCc2c(C)nn(-c3ccc(N4CCOCC4)nn3)c2C)cc1C
    1, -0.1, 6, -5, 1.4%, 12, -4%, 26, 4
CC(C)Oc1ccc(C(=O)NC(=S)N2CCOCC2)cc1
    2, -0.3, 3, 0, 0.5%, -4, 4%, 9, 4

Full records, quoted from the list:
Record of Cc1ccc(-n2nnnc2SCc2ccc(C(=O)O)cc2)cc1C : D1 agonist: 2; TRHR agonist: 0.7; D2 potentiator: -8; D1 PAM: -10; RXFP1 ag: 0.5%; D1 antag: -4; Anesthetic bind: -8%; RXFP1 antag: -3; TRHR enhancer: -3
Record of CCn1c(/C=C2\C(=O)N(C(C)C)c3ccccc32)nc2ccccc2c1=O : D1 agonist: 2; TRHR agonist: 0.3; D2 potentiator: -5; D1 PAM: -6; RXFP1 ag: 0.3%; D1 antag: 6; Anesthetic bind: -10%; RXFP1 antag: -22; TRHR enhancer: -1

Next records follow:
Below each SMILES: D1 agonist, TRHR agonist, D2 potentiator, D1 PAM, RXFP1 ag, D1 antag, Anesthetic bind, RXFP1 antag, TRHR enhancer
COc1ccc(C(=O)NCc2ccc3c(c2)OCO3)c(OC)c1
    6, -0.4, -1, 0, 0.3%, 5, -18%, -6, -3
CCOc1cc(C(=O)O)cc(Cl)c1OCC#N
    1, 0.8, ., -4, -0.4%, -5, 3%, -8, -5
CCc1ccc(C2C(C(=O)Nc3ccc(Cl)cc3)=C(C)Nc3ncnn32)cc1 (stereo not drawn)
    0, 0.8, -6, 5, 13%, 7, -5%, -22, -1
Cc1cc(=O)oc2cc(OCC(O)CN3CCc4ccccc4C3)ccc12 (stereo not drawn)
    0, 0.3, ., -6, 0.4%, 24, -23%, -5, 4
Cc1cccc(NC(=O)c2ccc(S(=O)(=O)C(F)F)cc2)c1C
    1, -1.3, 11, -4, -1.9%, -7, 1%, -1, -8
O=C(Nc1ccccc1C(F)(F)F)c1ccc(F)c(S(=O)(=O)N2CCOCC2)c1
    1, 1.3, 1, -7, -0.6%, -10, -11%, -8, 0
Cc1ccnc(NS(=O)(=O)c2ccc(N=CC3=C(O)CC(C)(C)CC3=O)cc2)n1
    1, 2.1, ., 0, 3.4%, -5, 3%, 34, -3
CC1CC(C)(C)Nc2ccc(OC(=O)c3ccco3)cc21 (stereo not drawn)
    12, -0.7, 10, -7, -1.2%, -13, ?, -22, 4
Cc1ccc(-n2nc3c(c2NC(=O)c2ccco2)CS(=O)(=O)C3)cc1
    4, -0.6, -15, -6, 0.6%, 11, -12%, 23, -3
CC(OC(=O)c1nsc(Cl)c1Cl)C(=O)NCc1cccs1 (stereo not drawn)
    0, -0.8, -12, 2, 2.0%, -7, -8%, -15, -3
O=c1c2nnn(-c3ccc(Cl)cc3)c2ncn1Cc1ccccn1
    2, 0.4, -1, 6, 1.0%, 5, -3%, 10, 1
Cc1ccc(-n2ccnc(SCC(=O)NC3CCCC3)c2=O)cc1F
    1, 0.2, 6, 0, 1.9%, 11, ., -3, 5
Oc1cccc(/C=N/N(Cc2ccccc2)c2ccccc2)c1
    -3, 0.6, -2, 7, -1.5%, -19, -4%, -32, 2
COc1cccc(C(=O)O/N=C/c2ccc(Sc3ccc(C)cc3)nc2)c1
    1, 1.4, 0, -5, 0.7%, 0, -19%, -2, 12
c1ccc(-n2nnnc2SCc2cn3ccccc3n2)cc1
    4, -0.6, 24, -2, -3.3%, -9, -2%, 2, -3

2 entries drawn at random from those above:
Below each SMILES: D1 agonist, TRHR agonist, D2 potentiator, D1 PAM, RXFP1 ag, D1 antag, Anesthetic bind, RXFP1 antag, TRHR enhancer
Cc1ccnc(NS(=O)(=O)c2ccc(N=CC3=C(O)CC(C)(C)CC3=O)cc2)n1
    1, 2.1, ., 0, 3.4%, -5, 3%, 34, -3
COc1cccc(C(=O)O/N=C/c2ccc(Sc3ccc(C)cc3)nc2)c1
    1, 1.4, 0, -5, 0.7%, 0, -19%, -2, 12

The list goes on.
Below each SMILES: D1 agonist, TRHR agonist, D2 potentiator, D1 PAM, RXFP1 ag, D1 antag, Anesthetic bind, RXFP1 antag, TRHR enhancer
COc1ccc(C2C(C#N)=C(N)OC3=C2C(=O)CCC3)cc1Cn1nc(C)c([N+](=O)[O-])c1C (stereo not drawn)
    3, -0.9, 9, -6, -0.6%, -2, -18%, 12, -2
COc1ccccc1NS(=O)(=O)c1cccc(C(=O)NN)c1
    -1, 0.0, -7, -8, 1.4%, -18, ?, 12, -3
S=C(NCCc1ccccc1)N1CCn2cccc2C1c1cccnc1 (stereo not drawn)
    2, -0.7, -17, -3, 2.2%, -5, -16%, 14, 0
COc1ccccc1N1CC(C(=O)Nc2ccc3c(c2)OCO3)CC1=O (stereo not drawn)
    0, 0.0, 12, -1, 0.1%, -5, -4%, 8, 3
COc1ccccc1C(=O)NC(=O)CSc1nncn1C
    2, 0.1, 13, -7, -1.8%, -3, ., -7, 12
O=C(CN1C(=O)S/C(=C\c2cccs2)C1=O)Nc1ccc(O)cc1C(=O)O
    5, -1.1, 18, 0, -4.6%, 14, -14%, 16, 1

Among those listed so far, 3 contain a nitro group on carbon.
Below each SMILES: D1 agonist, TRHR agonist, D2 potentiator, D1 PAM, RXFP1 ag, D1 antag, Anesthetic bind, RXFP1 antag, TRHR enhancer
Cc1[nH]c2ccccc2c1C(=O)C(C)OC(=O)c1ccc([N+](=O)[O-])o1 (stereo not drawn)
    11, 0.1, -3, -4, -0.4%, 8, -21%, 1, 2
Cc1ccc(NC(=O)c2ccc(N3CCOCC3)c([N+](=O)[O-])c2)cc1S(=O)(=O)N1CCOCC1
    4, 0.2, 0, -8, -3.6%, -6, -16%, -6, -3
COc1ccc(C2C(C#N)=C(N)OC3=C2C(=O)CCC3)cc1Cn1nc(C)c([N+](=O)[O-])c1C (stereo not drawn)
    3, -0.9, 9, -6, -0.6%, -2, -18%, 12, -2
